# Screening data as filed in PubChem.
# NSD2 inh: NSD2 (human) methyltransferase inhibition | NSD2-SET H3K36me1 DELFIA fluorescence, biochemical | hit rate 0.07% among 44,000 | inhibition, % at 12.5 µM | O96028; in the data active = inhibition above about 54%, passing the limit was not always enough;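 also: inhibitors reduce the monomethyl H3K36 fluorescence signal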
# Target sequence (O96028 whole entry, looked up): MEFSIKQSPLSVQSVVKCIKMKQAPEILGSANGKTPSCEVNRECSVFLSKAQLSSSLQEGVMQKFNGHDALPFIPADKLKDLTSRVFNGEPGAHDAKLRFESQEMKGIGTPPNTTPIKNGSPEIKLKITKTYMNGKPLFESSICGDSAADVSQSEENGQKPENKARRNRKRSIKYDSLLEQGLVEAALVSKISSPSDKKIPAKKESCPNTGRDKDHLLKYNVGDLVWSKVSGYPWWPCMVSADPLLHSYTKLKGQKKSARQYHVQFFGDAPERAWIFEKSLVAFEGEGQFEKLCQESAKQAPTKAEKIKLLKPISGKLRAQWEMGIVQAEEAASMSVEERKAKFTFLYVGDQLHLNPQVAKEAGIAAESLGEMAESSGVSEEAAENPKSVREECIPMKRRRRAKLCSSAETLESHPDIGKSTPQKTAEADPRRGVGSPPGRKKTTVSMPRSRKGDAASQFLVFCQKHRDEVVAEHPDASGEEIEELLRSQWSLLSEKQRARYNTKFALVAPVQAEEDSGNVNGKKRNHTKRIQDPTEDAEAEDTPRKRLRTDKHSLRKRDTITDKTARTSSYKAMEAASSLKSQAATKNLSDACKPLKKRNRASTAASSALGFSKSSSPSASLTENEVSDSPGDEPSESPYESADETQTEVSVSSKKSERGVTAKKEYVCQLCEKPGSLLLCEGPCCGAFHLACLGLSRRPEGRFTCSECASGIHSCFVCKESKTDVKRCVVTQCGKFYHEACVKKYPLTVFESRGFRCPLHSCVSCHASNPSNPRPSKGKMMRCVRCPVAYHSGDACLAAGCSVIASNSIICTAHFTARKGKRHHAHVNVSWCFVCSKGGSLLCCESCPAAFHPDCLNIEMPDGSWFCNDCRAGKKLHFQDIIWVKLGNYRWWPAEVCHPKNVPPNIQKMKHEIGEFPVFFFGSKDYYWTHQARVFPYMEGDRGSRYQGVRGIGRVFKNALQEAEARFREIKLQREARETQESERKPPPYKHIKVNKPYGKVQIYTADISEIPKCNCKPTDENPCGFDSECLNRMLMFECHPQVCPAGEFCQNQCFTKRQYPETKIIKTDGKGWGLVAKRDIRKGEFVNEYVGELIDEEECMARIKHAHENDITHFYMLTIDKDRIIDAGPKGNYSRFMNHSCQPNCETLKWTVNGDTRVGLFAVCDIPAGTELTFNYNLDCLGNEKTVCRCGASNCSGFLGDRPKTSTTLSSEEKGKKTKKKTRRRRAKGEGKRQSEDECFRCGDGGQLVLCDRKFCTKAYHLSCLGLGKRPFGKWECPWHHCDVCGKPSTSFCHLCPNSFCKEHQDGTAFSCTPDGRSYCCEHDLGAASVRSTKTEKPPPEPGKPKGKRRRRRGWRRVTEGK
# * = called active by the depositor. These rows are one share of the data; the hit share may differ from the screen's.
Compound: Cc1ccc(S(=O)(=O)Nc2ccc3c(c2)C(=O)N([C@@H](C)CO)C[C@H](C)[C@@H](CN(C)S(=O)(=O)c2ccc(F)cc2)O3)cc1
  NSD2 inh: -3
Compound: O=C(C[C@@H]1C[C@H]2c3cc(NC(=O)c4ccc5c(c4)OCO5)ccc3O[C@H]2[C@H](CO)O1)NCc1ccccn1
  NSD2 inh: -6
Compound: COc1ccc(NC(=O)N(C)C[C@H]2OCc3ccccc3-c3ccccc3C(=O)N([C@H](C)CO)C[C@@H]2C)cc1
  NSD2 inh: -1
Compound: C[C@H]1CN([C@@H](C)CO)S(=O)(=O)c2ccc(C#CC(C)(C)O)cc2O[C@H]1CN(C)Cc1ccncc1
  NSD2 inh: -2
Compound: Cc1ccc(S(=O)(=O)N(C)C[C@@H]2Oc3c(NS(=O)(=O)c4ccccc4)cccc3C(=O)N([C@H](C)CO)C[C@@H]2C)cc1
  NSD2 inh: -5
Compound: C[C@@H]1CN([C@@H](C)CO)C(=O)Cc2cc(NS(=O)(=O)c3cccs3)ccc2O[C@H]1CN(C)S(=O)(=O)c1ccc(Cl)cc1
  NSD2 inh: 0
Compound: C[C@@H]1CN([C@@H](C)CO)C(=O)c2cc(C#CC(C)(C)O)cnc2O[C@@H]1CN(C)Cc1cccc(F)c1
  NSD2 inh: 4
Compound: CNC[C@H]1OCCCC[C@@H](C)Oc2ccc(NS(=O)(=O)c3ccccc3)cc2C(=O)N([C@H](C)CO)C[C@H]1C
  NSD2 inh: -1
Compound: O=C(NN=C1CCCCCC1)c1ccccn1
  NSD2 inh: 13
Compound: NC(=O)[C@]1(CCS(=O)(=O)c2ccccc2)N=C(c2ccc(OCCCO)cc2)O[C@@H]1c1ccccc1
  NSD2 inh: 0
Compound: CCc1ccc2c(c1)C(O)(CC(=O)c1ccco1)C(=O)N2 (stereo not drawn)
  NSD2 inh: -6
Compound: C/C=C/[C@H](CCn1cc(CCO)nn1)[Si](C)(C)c1ccc(OC)cc1
  NSD2 inh: -4
Compound: Cc1noc(C)c1NC(=O)N(C)C[C@H]1Oc2ccc(NC(=O)Nc3ccc(F)cc3)cc2CC(=O)N([C@@H](C)CO)C[C@H]1C
  NSD2 inh: 2
Compound: C[C@@H]1CCCCO[C@@H](CN(C)C(=O)Nc2ccc3c(c2)OCO3)[C@H](C)CN([C@H](C)CO)C(=O)c2cc(NC(=O)Nc3ccc4c(c3)OCO4)ccc2O1
  NSD2 inh: -2
Compound: COc1ccc(NC(=O)Nc2ccc3c(c2)C(=O)N([C@@H](C)CO)C[C@H](C)[C@@H](CN(C)Cc2ccc(-c4ccccc4)cc2)O3)cc1
  NSD2 inh: -2

Compound: C[C@@H]1CN([C@H](C)CO)S(=O)(=O)c2ccc(C#C[C@@H](C)O)cc2O[C@@H]1CN(C)Cc1ccncc1
  NSD2 inh: -11
Compound: C[C@H]1CN([C@@H](C)CO)C(=O)c2cc(C3=CCCC3)cnc2O[C@@H]1CN(C)Cc1ccccc1F
  NSD2 inh: 2
Compound: C[C@@H]1CN([C@@H](C)CO)C(=O)c2cc(NC(=O)Cn3cnnn3)ccc2O[C@H]1CN(C)Cc1ccc(Oc2ccccc2)cc1
  NSD2 inh: -2
Compound: Cc1noc(C)c1S(=O)(=O)Nc1ccc2c(c1)C(=O)N([C@H](C)CO)C[C@@H](C)[C@@H](CN(C)C(=O)c1ccncc1)OCCCC[C@@H](C)O2
  NSD2 inh: -7
Compound: COCCNC(=O)C[C@@H]1C[C@@H]2c3cc(NC(=O)c4cccnc4)ccc3O[C@@H]2[C@@H](CO)O1
  NSD2 inh: 16
Compound: C[C@@H]1CN([C@@H](C)CO)C(=O)Cc2cc(NC(=O)Nc3cccc4ccccc34)ccc2O[C@@H]1CN(C)Cc1ccc(C(=O)O)cc1
  NSD2 inh: -4
Compound: C[C@@H]1CN([C@@H](C)CO)S(=O)(=O)c2ccc(/C=C/c3ccccc3)cc2O[C@H]1CN(C)C(=O)CN1CCOCC1
  NSD2 inh: -58
Compound: CCCN(C)C[C@@H]1Oc2cc(C#Cc3ccccc3)ccc2S(=O)(=O)N([C@@H](C)CO)C[C@@H]1C
  NSD2 inh: 8
Compound: Cc1ccc(-c2cnc3c(c2)C(=O)N([C@H](C)CO)C[C@H](C)[C@H](CN(C)C)O3)cc1
  NSD2 inh: -2
Compound: CC(C)NC[C@@H](O)COc1cccc2ccccc12
  NSD2 inh: -3
Compound: COc1ccc(CO[C@H]2O[C@H](CO)[C@@H](O)[C@H](O)[C@H]2NC(C)=O)c2cc(C)oc12
  NSD2 inh: -1
Compound: CC(C)[C@H](NC(=O)OCc1ccccc1)C(=O)N[C@H](C=O)Cc1ccccc1
  NSD2 inh: -6
Compound: C[C@H](CO)N1C[C@H](C)[C@H](CN(C)Cc2cncnc2)Oc2cc(-c3ccccc3F)ccc2S1(=O)=O
  NSD2 inh: 3
Compound: C[C@@H]1CN([C@@H](C)CO)C(=O)c2cc(Br)cnc2O[C@H]1CN(C)C(=O)c1ccccn1
  NSD2 inh: 1
Compound: Cc1noc(C)c1NC(=O)Nc1ccc2c(c1)CC(=O)N([C@@H](C)CO)C[C@H](C)[C@H](CN(C)C(=O)Nc1cccc3ccccc13)O2
  NSD2 inh: 1

# Shown with the structure last: seven of the compounds above
NSD2 inh	molecule
-4	C/C=C/[C@H](CCn1cc(CCO)nn1)[Si](C)(C)c1ccc(OC)cc1
-3	Cc1ccc(S(=O)(=O)Nc2ccc3c(c2)C(=O)N([C@@H](C)CO)C[C@H](C)[C@@H](CN(C)S(=O)(=O)c2ccc(F)cc2)O3)cc1
-1	CNC[C@H]1OCCCC[C@@H](C)Oc2ccc(NS(=O)(=O)c3ccccc3)cc2C(=O)N([C@H](C)CO)C[C@H]1C
-6	CC(C)[C@H](NC(=O)OCc1ccccc1)C(=O)N[C@H](C=O)Cc1ccccc1
3	C[C@H](CO)N1C[C@H](C)[C@H](CN(C)Cc2cncnc2)Oc2cc(-c3ccccc3F)ccc2S1(=O)=O
-6	CCc1ccc2c(c1)C(O)(CC(=O)c1ccco1)C(=O)N2 (stereo not drawn)
16	COCCNC(=O)C[C@@H]1C[C@@H]2c3cc(NC(=O)c4cccnc4)ccc3O[C@@H]2[C@@H](CO)O1

# More results
Compound: C[C@@H]1CN([C@@H](C)CO)C(=O)c2cc(/C=C/c3ccccc3)cnc2O[C@H]1CN(C)C(=O)Cc1cccnc1
  NSD2 inh: 1
Compound: COc1ccc(-c2ccc3c(c2)O[C@@H](CN(C)Cc2cccnc2)[C@H](C)CN([C@H](C)CO)S3(=O)=O)cc1
  NSD2 inh: 6
Compound: CC(C)NC(=O)N(C)C[C@H]1Oc2cc(-c3ccccc3F)ccc2S(=O)(=O)N([C@H](C)CO)C[C@H]1C
  NSD2 inh: 8
Compound: COc1ccc(NC(=O)N(C)C[C@@H]2Oc3ccc(NC(=O)NC4CCCCC4)cc3C(=O)N([C@H](C)CO)C[C@H]2C)cc1
  NSD2 inh: 0
Compound: c1ccc([C@H]2CN3CCSC3=N2)cc1
  NSD2 inh: -2
Compound: Cc1noc(C)c1S(=O)(=O)N(C)C[C@H]1Oc2ccc(NS(C)(=O)=O)cc2CC(=O)N([C@@H](C)CO)C[C@H]1C
  NSD2 inh: 7
Compound: C[C@H](CO)N1C[C@H](C)[C@H](CN(C)C(=O)NC2CCCCC2)Oc2c(NC(=O)NC3CCCCC3)cccc2C1=O
  NSD2 inh: -1
Compound: COC(=O)C[C@@H]1C[C@@H]2c3cc(NC(=O)Nc4ccc(F)cc4)ccc3O[C@@H]2[C@@H](CO)O1
  NSD2 inh: 9
Compound: COc1ccc(NC(=O)N(C)C[C@@H]2Oc3ccc(NC(=O)CCCCCC(=O)Nc4ccccc4N)cc3CC(=O)N([C@@H](C)CO)C[C@@H]2C)cc1
  NSD2 inh: -1
Compound: CCC(=O)N(C)C[C@H]1Oc2cc(C#CC3(O)CCCC3)ccc2S(=O)(=O)N([C@@H](C)CO)C[C@H]1C
  NSD2 inh: 0
Compound: COC(=O)[C@@]1(CCC(=O)OC(C)(C)C)N=C(c2ccc(OCCCO)cc2)O[C@H]1c1ccccc1CN=[N+]=[N-]
  NSD2 inh: -5
Compound: CCCC#Cc1cnc2c(c1)C(=O)N([C@@H](C)CO)C[C@H](C)[C@H](CN(C)S(=O)(=O)c1cccc(OC)c1)O2
  NSD2 inh: -2
Compound: C[C@@H]1CN([C@@H](C)CO)C(=O)c2cc(NS(=O)(=O)c3ccccc3)ccc2O[C@@H](C)CCCCO[C@H]1CN(C)Cc1ccncc1
  NSD2 inh: -1
Compound: C[C@H](CO)N1C[C@H](C)[C@@H](CN(C)C(=O)Nc2ccc(F)cc2)Oc2ccc(NS(=O)(=O)c3ccc(Cl)cc3)cc2CC1=O
  NSD2 inh: 1
Compound: CNC[C@@H]1OCCCC[C@@H](C)Oc2ccc(NS(=O)(=O)c3cn(C)cn3)cc2C(=O)N([C@H](C)CO)C[C@H]1C
  NSD2 inh: 6

Compound: Cc1ccccc1-c1ccc2c(c1)O[C@H](CN(C)C)[C@H](C)CN([C@@H](C)CO)S2(=O)=O
  NSD2 inh: -1
Compound: C[C@@H]1CN([C@@H](C)CO)C(=O)c2cccc(NC(=O)C3CCOCC3)c2O[C@H]1CN(C)Cc1ccncc1
  NSD2 inh: -1
Compound: C[C@H](CO)N1C[C@H](C)[C@H](CN(C)C(=O)Nc2ccc(F)cc2)Oc2ncc(C#CCN(C)C)cc2C1=O
  NSD2 inh: -3
Compound: C[C@H]1CN([C@@H](C)CO)C(=O)c2cc(NC(=O)CCN3CCOCC3)ccc2O[C@H]1CN(C)C(=O)NC1CCCCC1
  NSD2 inh: 12
Compound: COc1ccc(S(=O)(=O)Nc2ccc3c(c2)CC(=O)N([C@@H](C)CO)C[C@@H](C)[C@H](CN(C)Cc2ccc4c(c2)OCO4)O3)cc1
  NSD2 inh: -5
Compound: CC(C)(C)NCC(O)c1cc(O)cc(O)c1 (stereo not drawn)
  NSD2 inh: 1
Compound: C[C@@H]1CN([C@@H](C)CO)C(=O)CCCn2cc(nn2)CO[C@@H]1CN(C)Cc1ccc(C(=O)O)cc1
  NSD2 inh: 4
Compound: Cc1noc(C)c1NC(=O)N(C)C[C@@H]1Oc2ccc(NS(=O)(=O)c3cccs3)cc2C(=O)N([C@H](C)CO)C[C@H]1C
  NSD2 inh: -3
Compound: Cc1ccc(S(=O)(=O)N(C)C[C@@H]2Oc3ccc(NS(=O)(=O)c4cccs4)cc3C(=O)N([C@H](C)CO)C[C@@H]2C)cc1
  NSD2 inh: 7
Compound: C[C@H](CO)N1C[C@H](C)[C@@H](CN(C)C(=O)NC2CCCCC2)Oc2ccc(NS(=O)(=O)c3ccccc3)cc2C1=O
  NSD2 inh: -1
Compound: COc1ccc(NC(=O)N(C)C[C@H]2Oc3ccc(NC(=O)Cc4cn(C)c5ccccc45)cc3C(=O)N([C@@H](C)CO)C[C@H]2C)cc1
  NSD2 inh: -7
Compound: C[C@@H]1CN([C@@H](C)CO)C(=O)c2cccc(NS(=O)(=O)c3ccccc3)c2O[C@@H]1CN(C)C(=O)Nc1ccc(C(F)(F)F)cc1
  NSD2 inh: -4
Compound: Cc1cc(C(=O)Nc2cccc3c2O[C@@H](CN(C)S(=O)(=O)c2ccc(F)cc2)[C@H](C)CN([C@@H](C)CO)C3=O)n(C)n1
  NSD2 inh: 3
Compound: C[C@H]1CCCCO[C@H](CN(C)C(=O)CCC(F)(F)F)[C@@H](C)CN([C@@H](C)CO)C(=O)c2cc(NC(=O)CCC(F)(F)F)ccc2O1
  NSD2 inh: 4
Compound: Cc1ccc(S(=O)(=O)Nc2ccc3c(c2)CC(=O)N([C@@H](C)CO)C[C@@H](C)[C@H](CN(C)Cc2ccc(-c4ccccc4)cc2)O3)cc1
  NSD2 inh: -3

# 2 of the compounds above, as tab-separated lines.
molecule	NSD2 inh
C[C@H](CO)N1C[C@H](C)[C@H](CN(C)C(=O)Nc2ccc(F)cc2)Oc2ncc(C#CCN(C)C)cc2C1=O	-3
C[C@H]1CN([C@@H](C)CO)C(=O)c2cc(NC(=O)CCN3CCOCC3)ccc2O[C@H]1CN(C)C(=O)NC1CCCCC1	12

# (list continues)
Compound: COc1ccccc1N1C(=O)C2C(c3ccc(F)cc3)NC(Cc3ccccc3)(C(=O)O)C2C1=O (stereo not drawn)
  NSD2 inh: -2
Compound: C[C@@H]1CCCCO[C@H](CN(C)C(=O)NC2CCCCC2)[C@@H](C)CN([C@@H](C)CO)C(=O)c2cc(NS(=O)(=O)c3cccs3)ccc2O1
  NSD2 inh: 4
Compound: C[C@@H]1CCCCO[C@@H](CN(C)Cc2ccc(C(=O)O)cc2)[C@H](C)CN([C@H](C)CO)C(=O)c2cc(NS(C)(=O)=O)ccc2O1
  NSD2 inh: -3
Compound: C[C@@H]1CN([C@@H](C)CO)C(=O)c2cc(C#CC(C)(C)O)cnc2O[C@@H]1CN(C)C(=O)CC1CC1
  NSD2 inh: 10
Compound: COc1ccc(CN(C)C[C@H]2OCCCC[C@H](C)Oc3ccc(NC(=O)Cc4ccccc4)cc3C(=O)N([C@H](C)CO)C[C@@H]2C)cc1
  NSD2 inh: -5
Compound: C[C@H](CO)N1C[C@H](C)[C@@H](CN(C)CC2CCCCC2)Oc2ccc(NC(=O)Nc3ccccc3)cc2CC1=O
  NSD2 inh: -4
Compound: C[C@H](CO)N1C[C@H](C)[C@@H](CN(C)Cc2ccc(C(=O)O)cc2)Oc2ccc(NC(=O)Cc3cn(C)c4ccccc34)cc2CC1=O
  NSD2 inh: 43
Compound: COc1ccc(CN(C)C[C@H]2Oc3ccc(NC(=O)CCN4CCOCC4)cc3CC(=O)N([C@@H](C)CO)C[C@@H]2C)cc1
  NSD2 inh: 0
